Bioassay records (PubChem BioAssay)
EPAC1 agonist – agonists of human EPAC1. O95398. EPAC1 agonist qHTS, biochemical assay; response scale: 100% = response to 6.5 mM cAMP. Potency, µM (titrated, usually from 154 µM), inactives show top-dose activation, usual class: activators. 360,000 compounds, 0.073% hits; note: potency is the fitted concentration of half-maximal effect; nearly all actives have a fitted effect of over 60% in size
Target sequence (O95398 whole entry, looked up): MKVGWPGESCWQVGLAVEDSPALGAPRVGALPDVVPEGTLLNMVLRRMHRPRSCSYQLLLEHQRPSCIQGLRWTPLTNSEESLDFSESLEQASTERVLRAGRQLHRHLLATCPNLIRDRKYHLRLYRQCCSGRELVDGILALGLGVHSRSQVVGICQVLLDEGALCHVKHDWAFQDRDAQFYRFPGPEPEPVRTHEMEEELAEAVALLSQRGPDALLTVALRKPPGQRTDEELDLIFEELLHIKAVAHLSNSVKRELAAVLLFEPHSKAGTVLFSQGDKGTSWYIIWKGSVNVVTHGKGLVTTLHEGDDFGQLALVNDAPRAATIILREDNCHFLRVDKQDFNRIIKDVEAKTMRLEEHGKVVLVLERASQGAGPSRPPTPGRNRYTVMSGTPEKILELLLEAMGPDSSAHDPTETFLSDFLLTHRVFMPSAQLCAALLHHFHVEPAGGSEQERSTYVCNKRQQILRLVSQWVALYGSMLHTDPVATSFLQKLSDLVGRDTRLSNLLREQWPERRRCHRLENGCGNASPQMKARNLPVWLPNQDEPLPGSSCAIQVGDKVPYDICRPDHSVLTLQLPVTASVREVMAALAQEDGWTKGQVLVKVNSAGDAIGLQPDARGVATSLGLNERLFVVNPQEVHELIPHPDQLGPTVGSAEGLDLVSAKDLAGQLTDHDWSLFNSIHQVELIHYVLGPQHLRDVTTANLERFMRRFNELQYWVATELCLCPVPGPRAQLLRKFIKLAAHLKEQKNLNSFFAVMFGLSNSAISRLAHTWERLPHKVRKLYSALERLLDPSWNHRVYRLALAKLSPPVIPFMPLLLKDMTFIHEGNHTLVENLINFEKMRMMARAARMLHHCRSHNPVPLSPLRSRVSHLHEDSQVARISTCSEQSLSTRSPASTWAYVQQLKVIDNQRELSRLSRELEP
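Fluorescent GDP-exchange assay: 100 nM EPAC1 with 250 nM Rap1B preloaded with BODIPY-GDP and 50 uM GDP; compounds tested as concentration series, 5 min at room temperature, then read every 5 min for 30 min (ex 480/em 540 nm); normalized to 6.5 mM cAMP.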
FUS yeast rescue – rescues growth of FUS-expressing yeast; S. cerevisiae FUS-expressing, growth rescue, OD600, 24 h; Potency, µM (highest dose often 76.6 µM), for the others: at the top dose growth rescue (activation), usual class: activators; 390,000 compounds, 0.24% hits;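 note: potency is the fitted concentration of half-maximal effect; plate controls were DMSO vehicle for no effect and reference control for full effect; nearly all actives have a fitted effect of over 55% in size; some results filed as inactive show a strong effect at the top dose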
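Yeast expressing FUS under galactose induction, OD 0.005 in 2% galactose medium; compounds in a dilution series, 24 h at 30C. Growth rescue by absorbance at 600 nm; CP55940 positive control, DMSO negative.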
PI5P4K alpha inh – PI5P4K alpha (human) kinase inhibition; P48426; 330,000 compounds, 1.2% hits; PI5P4Kalpha enzyme, ADP-Glo luminescence, 60 min; stronger effect = lower value; AID 652105; max response, %; active = max response of -50% or lower; inconclusive = between -30% and -50%; inactive = -30% or higher; note: value at the top dose of about 77 µM; % is set by controls: 0 for no effect and ±100 for the full control effect
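Luminescence from ADP-Glo served as readout of PI5P4Kalpha activity in a qHTS format. Reaction: enzyme, substrate, compound, ATP at 5 microM final, 60 min at RT.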
Abeta yeast res – compounds reversing amyloid beta toxicity in yeast | yeast expressing A-beta42, growth rescue, OD600, 48 h; response scale: 0% DMSO, 100% iron-clioquinol control | Potency, µM (titrated, usually from 46.1 µM), for inactives: at the highest dose growth rescue, hits mostly activators | 410,000 compounds, 0.063% hits; note: potency is the fitted concentration of half-maximal effect; nearly all actives have a fitted effect of over 55% in size
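Yeast growth medium received pinned compounds, then yeast cells expressing toxic A-beta were added; plates incubated at 30 C for 48 hr. Growth read as absorbance at 600 nm, normalized to DMSO and equimolar FeCl3 plus clioquinol controls.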
PLK1 PBD block – PLK1 (human) polo-box domain binding inhibition; Plk1 PBD binding of FITC phosphopeptide, fluorescence polarization; AID 720504; P53350; Potency, µM, inactives show max response, negative = inhibition, hits mostly inhibitors; 360,000 compounds, 2.8% hits; note: potency is the fitted concentration of half-maximal effect; series mostly up to about 57 µM; % is set by controls: 0 for no effect and ±100 for the full control effect; nearly all actives have a fitted effect of over 65% in size
EPAC1 antag – antagonists of human EPAC1; O95398; EPAC1 GEF assay, Rap1b-BODIPY-GDP exchange fluorescence; Potency, µM (doses to about 115 µM), for inactives: at the highest dose activity change, negative = inhibition, actives largely listed as inhibitors; 360,000 compounds, 0.14% hits; AID 720709;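 note: potency is the fitted concentration of half-maximal effect; plate controls were vehicle for no effect and positive control for full effect; nearly all actives have a fitted effect of over 50% in size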
IL-2 act – activators of IL-2; IL-2 activation reporter assay, cell-based qHTS; stimulated with anti-CD3/CD4/CD28 beads; in transgenic mouse T cells; activation, % (series mostly up to about 46 µM); 360,000 compounds, 0.065% hits; in the data active = activation above about 50%; inconclusive = mostly about 30% to 49%; note: 0% is about no effect
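Unstimulated transgenic mouse T cells preincubated 60 min with compound, then stimulated with anti-CD3/anti-CD4-coated beads plus anti-CD28 for 18 h at 37 degrees C. IL-2 response read as EGFP and DsRed fluorescence by plate cytometry.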
WRN helicase inh – inhibitors of human WRN helicase. Q14191. WRN helicase unwinding, fluorescent forked duplex, kinetic. Potency, µM (titrated, usually from 114 µM), for the others: top-dose activity change, negative = inhibition, most hits filed as inhibitors. 360,000 compounds, 0.46% hits. AID 651768; note: potency is the fitted concentration of half-maximal effect; % is set by controls: 0 for no effect and ±100 for the full control effect; nearly all actives have a fitted effect of over 55% in size
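WRN at 20 nM final preincubated with compound 15 min at room temperature; reaction started with 100 nM fluorophore/quencher forked duplex oligonucleotide and 2 mM ATP final. Unwinding followed kinetically by red fluorescence (ex 525, em 598 nm).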
* marks the source's active call; other numbers are inactive results; ? = inconclusive; / = no result given; & = joins results of further samples; [ ] = dose if it differs, or a comment. Unless noted, calls come from the whole dose curve; as a rule, active = well fitted curve in the direction sought with a large enough effect; inconclusive = small, poorly fitted or top-dose-only effect, or another doubt; inactive = no such curve, though single readings can be large; an effect the other way counts as inactive or inconclusive. No enrichment for hits, and some 4.1% of all compounds hit somewhere here.

SMILES,PI5P4K alpha inh,EPAC1 antag,EPAC1 agonist,IL-2 act,WRN helicase inh,Abeta yeast res,PLK1 PBD block,FUS yeast rescue
Cc1cc(-c2nnc(SCc3ccccn3)o2)no1,/,-6%,0%,1.0,-1%,3%,-5%,-6%
CC1(C)CNC(=O)CC(C)(C)N1O,/,?,3%,-0.2,-9%,-1%,-3%,32%
CCCCSc1ncnc2[nH]ncc12,1,-13%,-7%,0.5,6%,-20%,3%,-10%
COc1ccc(N2CCN(C(c3cc4cc(C)ccc4[nH]c3=O)c3nnnn3Cc3ccccc3)CC2)cc1 (stereo not given),-6,-26%,11%,-1.6,-12%,12%,-7%,8.9µM*
Cc1ccc(S(=O)(=O)N/N=C2/CC(=O)CC(C)(C)C2)cc1[N+](=O)[O-],2,-6%,-5%,1.1,-20%,9%,-19%,30%
COc1ccc(OC)c(NC(=O)c2cc(-c3cc(Cl)ccc3O)n[nH]2)c1,2,-5%,-5%,-3.6,-11%,18%,-2%,30%
Cc1ccc(S(=O)(=O)N(CC(=O)N/N=C\c2cccs2)c2cccc3cccnc23)cc1,-24,3%,-2%,0.4,-11%,6%,-7%,/
COc1ccc(C(CNC(=O)c2oc3cc(C)c(Cl)cc3c2C)N2CCCCC2)cc1 (stereo not given),2,-14%,5%,0.9,-6%,-15%&20%,-3%,-21%&-15%

Record cards, as listed above. Order of values: PI5P4K alpha inh, EPAC1 antag, EPAC1 agonist, IL-2 act, WRN helicase inh, Abeta yeast res, PLK1 PBD block, FUS yeast rescue
CCCCSc1ncnc2[nH]ncc12 as listed: 1, -13%, -7%, 0.5, 6%, -20%, 3%, -10%
Cc1ccc(S(=O)(=O)N(CC(=O)N/N=C\c2cccs2)c2cccc3cccnc23)cc1 as listed: -24, 3%, -2%, 0.4, -11%, 6%, -7%, /

More structures:
SMILES,PI5P4K alpha inh,EPAC1 antag,EPAC1 agonist,IL-2 act,WRN helicase inh,Abeta yeast res,PLK1 PBD block,FUS yeast rescue
Cc1cccc(N(C(=O)CCC(=O)Nc2cc(C)on2)C(C(=O)NC2CCCC2)c2ccc(C)o2)c1 (stereo not given),-2,-5%,1%,-0.1,-7%,-8%,-13%,-4%
COc1cccc(Cn2c(OCC3CCCO3)nc3c2c(=O)n(C)c(=O)n3C)c1 (stereo not given),-2,-6%,6%,0.3,-6%,2%,1%,0%
COc1ccc(C(=O)Nc2ccc(C3CC3(Cl)Cl)cc2)cc1 (stereo not given),0,-10%,-4%,-3.5,-10%,-2%,-4%,-11%
Cc1ccc(-c2c3c(nc4sc(C(N)=O)c(N)c24)CCC3)cc1,4,0%,2%,-0.1,-16%,10%,-11%,?
CCOC(=O)C1=C(C)Nc2ncnn2C1c1cccs1 (stereo not given),-11,-7%,-4%,-0.6,-14%,5%,-10%,?
CN(C)CCCNc1ccc(S(N)(=O)=O)cc1[N+](=O)[O-],-5,-11%,0%,-1.8,9%,-15%,-7%,-23%
COc1ccc(OC)c(S(=O)(=O)N(C)CC(=O)N2CCN(c3ccccc3F)CC2)c1,-6,3%,-11%,-2.2,-11%[57.1 µM],20%,1%,-6%
COc1ccc(S(=O)(=O)n2[nH]c(=O)c(CCO)c2C)c([N+](=O)[O-])c1,-1,3%,-2%,-0.2,-5%,15%,13µM*,1%

Additional entries follow.
SMILES,PI5P4K alpha inh,EPAC1 antag,EPAC1 agonist,IL-2 act,WRN helicase inh,Abeta yeast res,PLK1 PBD block,FUS yeast rescue
O=C(CSc1nnc(COc2ccccc2F)n1-c1ccccc1)NC1CCS(=O)(=O)C1 (stereo not given),4,-9%,9%,1.0,6%,-18%,-12%,17%
COc1cccc(/C=C/C(=O)OCC(=O)NCCC2=CCCCC2)c1OC,1,4%,-3%,-0.5,0%,1%,-1%,22%
NC(=O)CSc1nnnn1-c1ccc(OC(F)(F)F)cc1,/,1%,-7%,-1.5,0%,-9%,-2%,14%
CCC1CCCCN1CCCNC(=O)COc1cc(=O)n(C)c2ccccc12 (stereo not given),-2,4%,-5%,0.5,0%,21%,1%,9%
CC(NC(=O)c1ccccc1Cl)c1ccc(-n2ccnc2)cc1 (stereo not given),1,14%,2%,-0.1,7%,12%,-2%,1%
CCCCC1(C)OC(=O)C(=Cc2ccc(-c3ccc(Cl)c(C(=O)O)c3)o2)C(=O)O1 (stereo not given),-26,-3%,7%,-2.8,?,?,4.2µM*,13%
O=C(COc1ccc(/C=N/NS(=O)(=O)c2ccccc2)cc1)N1CCOCC1,0,-5%,2%,0.7,5%,?,-11%,17%
O=C(c1n[nH]c(=O)c2ccccc12)N1CCN(S(=O)(=O)c2ccccc2Cl)CC1,2,-6%,5%,-0.8,5%,-19%,-22%,7%

The list continues:
SMILES,PI5P4K alpha inh,EPAC1 antag,EPAC1 agonist,IL-2 act,WRN helicase inh,Abeta yeast res,PLK1 PBD block,FUS yeast rescue
CCOc1ccc(N2C(=O)CC(Cc3ccc(Br)cc3)C2=O)cc1 (stereo not given),2,-12%,11%,-0.6,-4%,-14%,-10%,-11%
CC(=O)c1cccc(S(=O)(=O)NCC(c2ccco2)N2CCCCC2)c1 (stereo not given),-2,-2%,1%,-2.2,-4%,6%,-8%,?
COc1ccc(-c2nonc2NC(=O)c2oc3ccc(F)cc3c2C)cc1OC,2,2%,2%,2.7,-7%[57.1 µM],6%,-5%,-6%
O=C(Nc1nc2c(s1)CCCC2)c1ccc(Br)s1,/,-16%,20%,-1.3,-19%,3%,-17%,29%
COc1cccc(NC(=O)CSc2nnc(CNC(=O)c3ccco3)n2C)c1,-2,-18%,13%,-0.3,0%,-4%,-3%,13%
COC(=O)[C@@]12C[C@@H](CC(=O)NCCc3ccccc3OC)C(=O)N(Cc3ccccc3)C1=CCC(C)(C)C2,4,-19%,-10%,-1.0,-3%,13%,-1%,?
CC(=O)NCCNc1ccc([N+](=O)[O-])cn1,13,-11%,1%,-0.1,-12%,20%,1%,/
Cn1cnc2c(N/N=C/c3cccs3)ncnc21,-3,-15%,3%,-0.4,-6%,-14%,-5%,3%

Remaining list, next part.
SMILES,PI5P4K alpha inh,EPAC1 antag,EPAC1 agonist,IL-2 act,WRN helicase inh,Abeta yeast res,PLK1 PBD block,FUS yeast rescue
COc1ccc(-c2[nH]ncc2/C=N/NC(=O)c2cc(Br)ccc2O)c(OC)c1,?,-9%,3%,-4.1,-19%,22%,27µM*,26%
Cc1ccccc1NC(=O)CSc1nc2ccccc2c2nc(CCn3cncc3C)nn12,-2,-4%,7%,-6.3,-21%,-8%&1%,-7%,-19%
CCOC(=O)CN(C(=O)COC(=O)C1(c2ccccc2)CC1)c1ccc(F)cc1,2,1%,3%,-1.6,-8%,-8%,5%,33%
Cc1ccc(C)c(SCC(=O)Nc2cccnc2Cl)c1,-5,4%,2%,1.5,7%,3%,-18%,-21%
COC(=O)c1ccccc1NC(=O)C1CCN(C(=O)c2cc(OC)c(OC)c(OC)c2)CC1,12,-11%,0%,0.0,5%,3%,-6%,6%
Cc1nn(C)c(C)c1Sc1ccc(Br)cc1,0,8%,5%,2.6,7%,16%,-8%,12%
N#CC1=C2Nc3ccccc3N2C(=O)NC1(c1ccccc1)C(F)(F)F (stereo not given),-8,-4%,-2%,1.1,2%,13%,24µM*,15%
O=C(CCOc1ccccc1F)N1CCN(c2ccccc2O)CC1,10,-13%,4%,0.6,3%,-1%,-4%,11%

The listing continues.
SMILES,PI5P4K alpha inh,EPAC1 antag,EPAC1 agonist,IL-2 act,WRN helicase inh,Abeta yeast res,PLK1 PBD block,FUS yeast rescue
O=C(C(c1ccccc1)C(O)c1ccccc1)N1CCOCC1 (stereo not given),2,14%,6%,0.3,3%,3%,-7%,3%
CCCN(C(=O)CSCC(=O)Nc1ccc(OC)cc1)c1c(N)n(Cc2ccccc2)c(=O)[nH]c1=O,-1,-24%,3%,1.9,-8%,-11%,-7%,33%
COc1ccc(NS(=O)(=O)c2cccc(C(=O)NNC(=O)CNC(=O)c3ccco3)c2)cc1,-6,19%,5%,-0.8,1%,?,-9%,33%
CCOc1ccccc1NC(=O)Cn1nnc(C(=O)Nc2ccccc2Cl)c1N,11,-22%,-13%,1.6,-20%,-2%,-6%,23%
CCCOc1ccc(NC(=O)CC2C(=O)OCC3CCCCN32)cc1 (stereo not given),-4,6%,-1%,3.2,3%,7%,0%,-10%
CN1C(=S)N2CCCN2C1c1ccccc1 (stereo not given),-1,9%,10%,2.9,8%,0%,-9%,20%
CCCC(=O)N1CCC(CCC(=O)NC2CC2)CC1,8,3%,11%,-0.2,-1%,-1%,0%,-11%
Cc1noc(C)c1CSCC(=O)OCc1nnc(-c2ccc([N+](=O)[O-])cc2)o1,?,-6%,5%,-0.3,-24%,26%,-7%,11%

Next section.
SMILES,PI5P4K alpha inh,EPAC1 antag,EPAC1 agonist,IL-2 act,WRN helicase inh,Abeta yeast res,PLK1 PBD block,FUS yeast rescue
O=C(CN1C(=O)c2ccccc2C1=O)Nc1ccccc1,0,-7%,-4%,0.4,-2%,5%,-5%,-26%
O=C(Nc1nnc([C@@H]2O[C@H](CO)[C@@H](O)[C@H]2O)s1)Nc1cccc2c1CCCC2,-9,-11%,-8%,0.0,6%[57.1 µM],-18%,-6%,-8%
Cc1cccc2cc(CN(CCN(C)C)C(=S)Nc3ccccc3)c(=O)[nH]c12,2,8%,-11%,-4.1,5%,0%,-8%,/
CCOC(=O)c1c(-c2ccc(C)o2)csc1NC(=S)NC(=O)N(C)C,/,3%,22%,-3.3,-14%,-41%[inhibitor],?,39%
CCOC(=O)C1=C[C@@H](C(C)C)N(S(=O)(=O)c2ccc(C)cc2)[C@H]1c1ccc(C(F)(F)F)cc1,9,-20%,-14%,-0.8,-6%,-6%,4%,2%
CCCNC(=O)C(=O)N/N=C/c1ccc(OCc2ccccc2)cc1,6,-15%,-2%,-1.4,6%,9%,-10%,-3%
O=C(Nc1ccccc1C(=O)O)C1=NN=CC1,-13,13%,10%,-0.1,-17%,0%,-8%,11%
CCCSc1oc(-c2ccco2)nc1S(=O)(=O)c1ccc(C)cc1,0,-17%,8%,0.0,-3%,-5%,-10%,21%
O=C(c1ccncc1)c1ccc(NC(=O)c2cccs2)cc1,1,9%,5%,1.4,0%,-1%,-10%,14%
O=C(N/C(=C/c1cccnc1)C(=O)N1CCOCC1)c1ccco1,-4,7%,0%,-0.6,5%,-1%,-16%,/
